Phagocytosis inh: macrophage phagocytosis inhibition | 0.07% of 110,000 active | inhibition, % at 5 µM | AID 1029 | J774A.1 macrophage IgG-bead phagocytosis, imaging;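 active = inhibition above the mean of the plate negative controls plus 5 SD, cut at about 13% in these data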;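 also: phagocytic index as fraction of beads internalized from green versus red external bead signal; plate controls were DMSO negative control for no effect and cytochalasin-D positive control for full effect; some results beyond the cut were filed as inactive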
BB579 growth dn: yeast BB579 growth reduction in restrictive medium | inhibition, % at 10 µM | 0.51% of 140,000 active | S. cerevisiae BB579 growth, OD615, 48 h;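 active = inhibition above a set limit, 3 SD over the mean compound inhibition, cut at about 44% in these data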; also: inactives centre near -24
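System: Saccharomyces cerevisiae DeaD strain BB579, replicative lifespan model yeast | Buffer or medium: Restrictive glucose-based CSMM-D medium | Times: 4 h preincubation and 48 h exposure at 30 °C | Detection: OD615 turbidity measurement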
NPY Y2 blocker: blocks the human neuropeptide Y Y2 receptor; P49146; NPY-Y2 expressing cells, antagonist mode; inhibition, % at 2.7 µM; 0.99% of 140,000 active; AID 793; in the data active = inhibition above about 17%;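 also: 0% = vehicle with agonist challenge and 100% = reference antagonist with challenge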
Target sequence (P49146 whole entry, looked up): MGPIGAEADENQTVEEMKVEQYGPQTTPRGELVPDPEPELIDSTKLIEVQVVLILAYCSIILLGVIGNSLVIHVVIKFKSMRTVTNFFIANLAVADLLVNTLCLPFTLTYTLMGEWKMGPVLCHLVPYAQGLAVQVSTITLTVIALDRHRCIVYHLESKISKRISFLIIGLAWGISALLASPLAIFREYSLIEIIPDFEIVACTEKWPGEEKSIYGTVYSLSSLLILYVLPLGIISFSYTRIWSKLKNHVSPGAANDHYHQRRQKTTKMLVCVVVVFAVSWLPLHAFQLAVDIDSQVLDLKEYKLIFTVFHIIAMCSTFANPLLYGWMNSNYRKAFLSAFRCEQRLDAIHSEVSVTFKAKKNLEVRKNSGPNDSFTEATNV
Yeast lifespan up: extends the lifespan of yeast. inhibition of the nicotinamide effect, % at 10 µM. S. cerevisiae growth with nicotinamide, OD615; deaD strain in restrictive glucose medium. 0.68% of 130,000 active. AID 775;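 active = inhibition above a set limit, placed 3 SD over the median of all compounds, cut at about 26% in these data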;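 also: 0% = nicotinamide-treated wells and 100% = cells grown without nicotinamide; some compounds called inactive have numbers as strong as hits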
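System: Modified budding yeast, DeaD strain | Buffer or medium: Restrictive glucose medium | Also added: 1.5 mM nicotinamide | Doses: 10 µM single point, 0.25% DMSO | Schedule: 48 h compound exposure at 30 °C, humidified | Detection: Absorbance at 615 nm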
E-sel TNF inh: blocks E-selectin expression induced by TNF alpha | HUVEC TNFa-induced E-selectin immunofluorescence, high content | inhibition, % at 2 µM | 0.71% of 120,000 active | AID 1246;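 active = inhibition above the batch mean plus 3 SD, and confirmed as a hit on visual image review, cut at about 43% in these data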;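 also: 0% = TNF-stimulated DMSO wells and 100% = unstimulated control wells; not every result past the cut was called active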
Measles CPE: protection of cells from measles virus | Measles virus-infected cells, CPE protection, absorbance | protection (pct of control), % at 4 µM | 1.5% of 140,000 active | AID 841; in the data active = protection mostly above about 24%, no sharp cut-off; inactive = mostly below about 26%; also: some compounds called inactive have numbers as strong as hits
bCat KO growth: beta-catenin-lacking colon tumor cell growth suppression; HCT116 beta-catenin knockout viability, CellTiter-Glo, 60 h; stronger effect = lower value; viability, % at 10 µM; 1.5% of 140,000 active;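 active = viability at or under a set limit, the compound median less 4 SD, cut at about 6% in these data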;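 also: 0% = Hyamine 1622 control at 20 µM and 100% = untreated cell control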
PTEN del growth: growth suppressors of cells with PTEN tumor suppressor deletion | HCT116 PTEN-null viability, CellTiter-Glo, 60 h; stronger effect = lower value | viability, % at 10 µM | 1.2% of 140,000 active;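 active = viability at or below a set limit, 4 SD under the median of all tested compounds, cut at about 3.7% in these data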;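 also: PTEN knockout HCT116 line with beta catenin targeted HCT116 as companion control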
MRP1 act: MRP-1 activation | AID 799 | 0.61% of 140,000 active | H69AR cells + doxorubicin, viability rescue, CellTiter-Glo | viability increase, % at 10 µM;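 active = viability gain under doxorubicin at or above a set limit, the compound median plus 3 SD, cut at about 4.7% in these data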;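 also: MRP-1 overexpressing cells given doxorubicin 25 µM after compound pretreatment; 18-22 h compound pretreatment then 72 h with doxorubicin before readout; 0% = doxorubicin-only wells and 100% = vehicle-treated cells without doxorubicin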
GALR2 blocker: antagonists of human galanin receptor 2 (GALR2) | O43603 | GALR2-expressing cells, antagonist mode | inhibition, % at 4 µM | 0.39% of 140,000 active | AID 828; in the data active = inhibition above about 27%;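 also: cells stimulated with galanin 1-16 at roughly its EC80; 0% = agonist challenge control and 100% = basal control without agonist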
Target sequence (O43603 whole entry, looked up): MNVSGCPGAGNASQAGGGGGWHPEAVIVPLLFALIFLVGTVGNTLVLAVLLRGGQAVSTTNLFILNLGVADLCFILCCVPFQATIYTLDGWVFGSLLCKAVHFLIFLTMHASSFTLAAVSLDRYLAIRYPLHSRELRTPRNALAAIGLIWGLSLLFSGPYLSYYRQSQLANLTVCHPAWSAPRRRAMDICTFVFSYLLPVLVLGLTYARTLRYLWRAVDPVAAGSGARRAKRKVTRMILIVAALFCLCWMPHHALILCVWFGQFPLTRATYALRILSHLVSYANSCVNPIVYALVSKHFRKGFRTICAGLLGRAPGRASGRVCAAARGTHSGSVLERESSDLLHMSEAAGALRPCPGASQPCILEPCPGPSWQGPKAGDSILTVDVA
* hit, by the source's call; · = no result given.

item	smiles	PTEN del growth	Measles CPE	Phagocytosis inh	E-sel TNF inh	Yeast lifespan up	GALR2 blocker	MRP1 act	NPY Y2 blocker	BB579 growth dn	bCat KO growth
1	N#Cc1c(-c2ccccc2F)cc(C2CC2)nc1SCC(=O)c1cccs1	74	29	-15	2	-3	28*	2.0	3	-40	83
2	Cc1cccc(NC(=S)N2CCn3cccc3C2c2cccnc2)c1 (stereo not given)	103	4	-11	1	-4	22	-0.6	0	0	95
3	CCCCCNc1nc(NCCCO)c(C#N)c2c1CN(C)CC2	84	4	-1	13	-5	0	-4.5	3	3	82
4	On1cnnc1-c1ccccc1	97	4	0	·	0	3	0.1	3	-56	104
5	C=CCNc1nc(N)c(C(=C(C#N)C#N)c2ccc(Br)cc2)s1	30	21	-3	·	-3	-5	-4.8	4	-17	50
6	Cc1ccc(N2C(=O)[C@@H]3[C@H](C2=O)[C@H]2C=CC=NN2[C@@H]3C(=O)Nc2ccc(Cl)cc2)cc1	82	3	-2	-69	-2	10	-3.7	1	-11	87
7	CC(C)c1ccc(-c2c(C#N)c(N)nc(SCC(=O)N3CCCCCC3)c2C#N)cc1	99	13	0	-58	-2	13	-1.3	4	-57	82
8	COc1ccc(CNC(=O)c2cc(-c3ccccc3OC)on2)cc1	106	4	-2	1	-16	-5	2.0	6	-35	92
9	Cn1c(/C(C#N)=C/Nc2ccccn2)nc2ccccc21	84	4	0	-2	-8	8	-2.9	1	-3	89
10	Fc1cc(F)c2nc(N3CCCCC3)sc2c1	87	6	-1	-14	-13	-13	-3.5	-1	-8	85
11	O=C(C1CCCN(Cc2cccnc2)C1)N1CCCCC1 (stereo not given)	103	19	-1	10	-1	-1	-2.7	3	-16	100
12	c1nc2sc3c(c2c2nnnn12)CCC3	106	4	0	·	-26	-2	-2.4	3	-7	109
13	COc1cc(OC)c(C#N)c(S(=O)Cc2ccccc2)c1 (stereo not given)	94	20	-1	-23	2	9	0.1	-3	-12	94
14	COC(=O)c1sc(NC(=O)C(C)c2ccccc2)nc1C (stereo not given)	75	6	6	·	-2	4	4.6	0	-16	81
15	CCCc1nc(SCC(=O)Nc2nnc(CC)s2)c2c(C)c(C)sc2n1	76	17	·	3	14	8	-0.3	3	-34	84
16	CCOc1ccc(C(CC(=O)O)NC(=O)COc2ccccc2)cc1 (stereo not given)	95	23	·	13	-2	3	-0.8	7	-8	97
17	N#Cc1cccc(NC(=O)COC(=O)c2ccccc2C(=O)c2ccc(Cl)c([N+](=O)[O-])c2)c1	7	8	1	1	7	68*	-4.9	-1	-24	3.2*
18	Cc1cc(=O)[nH]c(SCC(=O)NCc2ccco2)n1	87	1	·	100*	-6	1	-1.4	1	-12	93
19	CCn1c(SCC(=O)OC)nc2sc3c(c2c1=O)CCC3	113	22	·	·	-14	2	0.2	3	-19	106
20	Cc1ccc(-n2nc(C)c(/C=N/NC(=O)c3cccs3)c2Cl)cc1	56	2	-11	·	2	-3	-3.8	16	-20	29
21	Cc1cc(S(=O)(=O)N2CCN(c3ccccc3O)CC2)c(C)s1	87	2	·	57*	-8	-4	-2.1	-1	10	77
22	Cc1ccc(Cn2c(=N)n(CC(O)c3ccco3)c3ccccc32)cc1 (stereo not given)	58	15	-3	-24	-2	3	-3.0	23*	-61	62
23	CCOC(=O)c1sc(NC(=O)C2C3C=CC(C3)C2C(=O)O)nc1C (stereo not given)	93	5	-1	7	-7	0	1.1	2	-12	85
24	COC(=O)c1sc2cc(C(F)(F)F)cnc2c1-c1ccccc1	88	8	-1	8	-27	0	-2.5	13	-45	92

Shown in transposed form: part of the list above
17) N#Cc1cccc(NC(=O)COC(=O)c2ccccc2C(=O)c2ccc(Cl)c([N+](=O)[O-])c2)c1
20) Cc1ccc(-n2nc(C)c(/C=N/NC(=O)c3cccs3)c2Cl)cc1

Screen / compound no.,17,20
PTEN del growth,7,56
Measles CPE,8,2
Phagocytosis inh,1,-11
E-sel TNF inh,1,·
Yeast lifespan up,7,2
GALR2 blocker,68*,-3
MRP1 act,-4.9,-3.8
NPY Y2 blocker,-1,16
BB579 growth dn,-24,-20
bCat KO growth,3.2*,29

Other structures
item	smiles	PTEN del growth	Measles CPE	Phagocytosis inh	E-sel TNF inh	Yeast lifespan up	GALR2 blocker	MRP1 act	NPY Y2 blocker	BB579 growth dn	bCat KO growth
25	O=C(NCCN1CCOCC1)c1ccc(CS(=O)(=O)c2c(Cl)cccc2Cl)o1	103	12	-1	8	-4	0	-0.5	0	27	102
26	CCNC(=O)c1c(O)c2ccccc2[nH]c1=O	88	6	1	·	5	0	-1.5	0	5	78
27	Cn1c(COc2ccccc2)nnc1SCCN1CCOCC1	90	7	1	15	-7	-7	-2.8	5	-10	97
28	COc1ccc(C(=O)NNC(=O)CSc2nnc(COc3ccc4ccccc4c3)n2C)cc1	97	32	·	-19	-6	-14	-2.1	2	-30	83
29	Cc1cc(NC(=O)C2CC(c3ccc(F)cc3)=NO2)n(-c2ccccc2)n1 (stereo not given)	99	3	0	·	-11	-7	1.2	0	3	90
30	COc1cccc(Oc2coc3c(CN4CCOCC4)c(O)ccc3c2=O)c1	109	23	-1	·	-23	-10	-3.6	6	-20	75
31	COCCNC(C)C(=O)Nc1ccc(Br)cc1 (stereo not given)	95	8	0	-34	-1	-10	-0.7	3	-31	107
32	COC(=O)CN1C(=O)C(O)(CC(=O)c2ccc(C)cc2)c2cc(Br)ccc21 (stereo not given)	76	11	1	-25	-10	13	-0.1	0	-2	88
33	O=C1c2ccccc2C(=O)N1c1cccc(-c2nc3ccccc3o2)c1	103	2	-1	-12	-20	5	0.3	-1	-49	100
34	CCN(CC)S(=O)(=O)c1ccc(NC2c3ccccc3C(=O)N2Cc2ccc3c(c2)OCO3)cc1 (stereo not given)	74	3	0	·	1	-3	-3.5	2	-27	85
35	O=C(/C=C/c1ccc2c(c1)OCCCO2)c1ccc2ccccc2c1O	59	8	-6	·	0	4	0.2	11	-30	76
36	Cc1cc(C)n(C(=O)c2sc3cc(F)ccc3c2Cl)n1	96	7	-9	16	2	4	0.8	-1	-45	89
37	COc1ccc(C(C(=O)NC2CCCC2)N(C(=O)c2snc(-c3ccc(F)cc3)c2N)c2ccc(F)cc2)cc1 (stereo not given)	7	4	-4	3	-3	-20	-6.7	1	-23	5.5*
38	CCCc1cc(-c2nc(-c3ccc(C)cc3)cs2)ccn1	26	15	-4	·	-7	-1	-1.7	10	7	24
39	COc1cccc(N/C(SC)=C(/C#N)C(N)=O)c1	86	15	-2	8	-5	3	-3.9	0	-21	76
40	CCN(CC)c1ccc2cc(C(C)=O)c(=O)oc2c1	103	43*	-1	3	-19	5	-1.2	2	10	101
41	Cc1ccccc1CSc1nnc(NC(=O)C2COc3ccccc3O2)s1 (stereo not given)	79	2	-2	-24	-8	-2	-1.6	2	-19	96
42	O=S1(=O)N=C2CCCN2C(c2ccc(F)cc2)N1 (stereo not given)	95	18	0	8	-4	-7	-0.9	7	-11	89
43	Cc1cc(O)ccc1NC1=CC(=O)CC(C)(C)C1	84	20	-3	·	12	1	-1.4	5	-6	97
44	CC(C)C1Cc2[nH]c(=O)c(C(=O)O)cc2CO1 (stereo not given)	103	4	1	-11	1	-4	-0.7	5	-27	90
45	CCN(CC(=O)NC1CCS(=O)(=O)C1)C(=O)C(c1ccccc1)c1ccccc1 (stereo not given)	108	2	0	9	-10	-4	-0.5	4	-54	91
46	N#CC1=C(N)N2C(=C(C#N)C13CCN(Cc1ccccc1)CC3)Nc1ccccc12	66	2	0	-9	-18	-1	-2.5	-2	-15	67
47	Cc1ccc(-c2cc(-c3ccc(C)o3)nc(N)c2C#N)cc1	73	8	1	-37	-21	-1	-4.3	0	-38	64
48	COC(=O)c1ccc(NC(=O)c2ccccc2NS(=O)(=O)c2ccccc2)cc1	61	8	-2	-27	53	-3	-6.2	3	-57	75
49	O=C(CSc1ccc(Cl)cc1)Nc1ccc(N2CCN(C(=O)c3ccco3)CC2)cc1	87	5	-2	-7	-3	-11	-1.2	-4	-62	77
50	COc1cc(NC(=O)c2csc3c2CCCC3)ncn1	95	2	0	-1	-10	-9	-0.2	3	-20	93
51	COc1ccc(C(=O)NC(=O)Nc2ncccc2C)cc1	102	10	0	23	-4	-7	-0.4	1	-18	94
52	CCCOc1ccc(N2C(=O)CC(N(CCC)C(=O)CCC(=O)O)C2=O)cc1 (stereo not given)	99	9	2	12	-4	-7	-0.6	0	-12	93
53	Cc1ccc(-n2c(SCC(=O)Nc3ccc4c(c3)OCO4)nnc2-c2ccoc2C)cc1	92	8	2	-9	2	-3	-0.3	1	-90	90
54	CCN(CC)S(=O)(=O)c1ccc(Cl)c(C(=O)Oc2cccc(-c3cnc4ccccc4n3)c2)c1	53	31*	-1	-17	-5	-2	-4.3	2	-22	55
55	COc1ccc(N(Cc2cc3ccccc3[nH]c2=O)C(=O)C2CCCO2)cc1 (stereo not given)	·	16	2	·	3	-3	-1.4	4	-57	103
56	O=C(CC(C(=O)N1CCc2ccccc21)n1ccnc1)NCc1cccnc1 (stereo not given)	102	14	·	7	-5	14	-3.0	-1	-40	94
57	COCCn1c(N)c(S(=O)(=O)c2cccs2)c2nc3ccccc3nc21	89	3	0	-47	-23	7	-1.3	3	-28	96
58	CCOC(=O)c1sc(NC(=O)CSc2nc(C)cc(C)c2C#N)c(C#N)c1C	100	20	·	·	-8	12	0.1	3	-32	100
59	CCC(=O)Nc1ccc(C(=O)OCC(=O)c2ccc(C)c([N+](=O)[O-])c2)cc1	90	7	2	-30	-16	11	-3.8	-4	-59	102
60	O=C(O)c1cccc(N2CCCCS2(=O)=O)c1	98	1	-2	·	-9	8	0.0	2	7	93
61	CCN(CC)S(=O)(=O)c1ccc(NC(=O)C2CCCN(C(=O)c3ccc(Cl)cc3)C2)cc1 (stereo not given)	65	26	-9	·	-2	16	-1.0	1	-30	76
62	COc1ccc(NC(=S)N(CCCN2CCN(C)CC2)Cc2cccs2)cc1	94	23	-3	·	-1	-3	-1.6	2	-33	87
63	CCN1CCN(C(=O)c2cc3c(-c4ccc(Cl)cc4)nn(C)c3s2)CC1	37	11	-1	14	-5	1	-5.5	2	15	46
64	CC(=O)Oc1ccc2c(=O)c(Oc3ccccc3)coc2c1OC(C)=O	65	4	0	·	4	3	1.0	2	-25	66
65	Fc1cccc(Nc2nc3ccccc3n3nnnc23)c1	77	2	0	-3	-14	0	-1.4	5	-38	75
66	COc1cccc(NC(=O)N[C@@H](Cc2ccccc2)C(=O)O)c1	93	2	0	0	8	6	0.2	1	-24	92
67	CC1Cc2ccccc2N1C1=NS(=O)(=O)c2ccccc21 (stereo not given)	103	6	·	·	-6	9	-0.8	1	-57	96
68	COc1ccccc1-n1cnc2c(c1=O)c1nc3ccccc3nc1n2-c1ccc(C)c(C)c1	18	7	-7	-4	-7	16	-4.6	7	-32	30
69	CN(c1ccccc1)c1ccc(/C=c2\s/c(=C(/C#N)C(=O)C(C)(C)C)n(Cc3ccco3)c2=O)cc1	83	6	·	24	-2	0	-1.5	-2	-56	84
70	Cc1ccc(C(=O)Nc2c(C(=O)N3CCOCC3)cnn2-c2ccccc2)cc1	87	13	2	-19	4	-1	-0.4	0	-14	84

Source: PubChem BioAssay
